M5 ag – human M5 muscarinic receptor agonists, primary screen, CHO-K1 cells, Fluo-8 calcium fluorescence; CHO-K1 hM5 cells; 0% DMSO wells, 100% maximal acetylcholine response; activation, % at 3 µM; AID 624037, 2012; 360,000 compounds, 0.19% hits;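 active = activation above the run's mean over test compounds plus 3 SD, cut at about 23% in these data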;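 note: signal is peak over basal fluorescence ratio across the kinetic read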
Target sequence (P08912 whole entry, looked up): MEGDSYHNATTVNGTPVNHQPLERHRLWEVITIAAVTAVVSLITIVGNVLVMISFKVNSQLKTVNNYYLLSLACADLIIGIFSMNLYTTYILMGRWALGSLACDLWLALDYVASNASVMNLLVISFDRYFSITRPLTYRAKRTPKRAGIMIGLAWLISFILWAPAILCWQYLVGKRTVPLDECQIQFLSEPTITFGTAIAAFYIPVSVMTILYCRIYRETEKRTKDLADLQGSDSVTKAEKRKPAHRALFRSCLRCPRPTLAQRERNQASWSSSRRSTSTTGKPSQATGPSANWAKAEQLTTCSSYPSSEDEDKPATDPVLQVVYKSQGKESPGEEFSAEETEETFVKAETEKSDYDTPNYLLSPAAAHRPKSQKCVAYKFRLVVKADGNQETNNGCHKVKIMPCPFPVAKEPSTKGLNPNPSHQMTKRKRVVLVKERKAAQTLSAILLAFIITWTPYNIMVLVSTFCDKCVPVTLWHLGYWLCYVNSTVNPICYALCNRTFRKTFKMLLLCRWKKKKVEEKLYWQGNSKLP
CHO-K1 Ca PAM – nonselective calcium activators in parental CHO-K1 cells, primary screen, counter-screen for M1 PAM project, cell-based, Fluo-8 calcium fluorescence, full deck, 1536-well. activation, % at 3 µM. 360,000 compounds, 0.02% hits. ATP EC20; 0% at ATP EC20, 100% at ATP max;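 active = activation above the run cutoff, the mean activation of all test compounds plus 3 SD, cut at about 40% in these data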;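 note: peak over basal fluorescence ratio in a 140 s read after ATP addition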
CHRM4 agonist – human M4 muscarinic receptor agonists, primary screen, CHO-K1 cells, Fluo-8 calcium fluorescence | Muscarinic acetylcholine receptor M4 (Homo sapiens), P08173 | CHO-K1 hM4/Gqi5; vehicle 0%, full acetylcholine response 100% | activation, % at 3 µM | 360,000 compounds, 0.14% hits;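 active = activation above the run mean over all test wells plus 3 SD, cut at about 32% in these data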;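 note: peak over basal fluorescence ratio per well then scaled between controls; 0% = DMSO wells and 100% = acetylcholine at EC100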
Target sequence (P08173 whole entry, looked up): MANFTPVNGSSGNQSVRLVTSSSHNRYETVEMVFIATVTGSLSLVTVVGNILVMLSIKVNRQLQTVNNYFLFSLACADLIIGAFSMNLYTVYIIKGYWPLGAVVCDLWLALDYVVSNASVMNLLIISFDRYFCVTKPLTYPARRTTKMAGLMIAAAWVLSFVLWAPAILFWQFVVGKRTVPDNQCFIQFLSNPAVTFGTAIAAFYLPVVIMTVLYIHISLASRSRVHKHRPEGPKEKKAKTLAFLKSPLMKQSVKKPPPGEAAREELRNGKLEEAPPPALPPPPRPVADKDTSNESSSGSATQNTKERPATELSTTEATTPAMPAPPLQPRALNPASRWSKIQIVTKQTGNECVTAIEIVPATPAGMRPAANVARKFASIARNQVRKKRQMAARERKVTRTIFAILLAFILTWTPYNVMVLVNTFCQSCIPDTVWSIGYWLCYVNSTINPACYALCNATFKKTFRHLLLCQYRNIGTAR
CHO-K1 Ca antag – nonselective inhibitor or artifact in parental CHO-K1 cells. ATP-induced calcium, Fluo-8 fluorescence. inhibition, % at 3 µM. 360,000 compounds, 0.6% hits;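 active = inhibition above a per-plate cutoff, the plate's mean sample inhibition plus 3 SD, cut at about 24% in these data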;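 note: 0% = DMSO plus EC80 ATP and 100% = DMSO alone without ATP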
CHRM4 antagonist – human M4 muscarinic receptor antagonists, primary screen, CHO cells, Fluo-8 calcium fluorescence. CHO-hM4 cells, ACh EC80. 360,000 compounds, 0.73% hits. inhibition, % at 3 µM;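 active = inhibition above its plate's cutoff, the mean inhibition of sample wells plus 3 SD, cut at about 27% in these data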;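 note: 0% = acetylcholine EC80 with DMSO and 100% = DMSO without agonist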
CHRM5 antagonist – human M5 muscarinic receptor antagonists, primary screen, CHO cells, Fluo-8 calcium fluorescence. CHO-hM5 cells, ACh EC80. inhibition, % at 3 µM. 360,000 compounds, 0.59% hits. AID 624040, 2012;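 active = inhibition above a per-plate cutoff, the mean of that plate's test compounds plus 3 SD, cut at about 27% in these data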;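 note: 0% = acetylcholine EC80 with DMSO and 100% = DMSO without agonist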
M1 ag parental – counter-screen for M1 agonists: effect in parental CHO-K1 cells. Fluo-8 calcium fluorescence; scaled to maximal ATP response, vehicle zero. activation, % at 3 µM. 360,000 compounds, 0.48% hits. AID 602248, 2012; in the data active = activation above about 15%;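 note: untransfected CHO-K1 host cells lacking M1 receptor as counterscreen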
M4 PAM – human M4 muscarinic receptor positive allosteric modulators, primary screen, CHO-K1 cells, Fluo-8 calcium fluorescence | activation, % at 3 µM | Muscarinic acetylcholine receptor M4 (Homo sapiens), P08173 | 360,000 compounds, 0.4% hits | CHO-K1 hM4/Gqi5, ACh EC20; 0% = ACh EC20, 100% = maximal ACh;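 active = activation above its plate's cutoff, the mean activation of sample wells plus 3 SD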; note: some results filed as inactive read as strong as hits
CHRM5 PAM – human M5 muscarinic receptor positive allosteric modulators, primary screen, CHO-K1 cells, Fluo-8 calcium fluorescence; Muscarinic acetylcholine receptor M5 (Homo sapiens), P08912; CHO-K1 hM5, ACh EC20 PAM; 0% = ACh EC20, 100% = ACh EC100; activation, % at 3 µM; 360,000 compounds, 0.3% hits;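 active = activation above the run cutoff, the mean activation of all test compounds plus 3 SD, cut at about 18% in these data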
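System – CHO-K1 hM5 cells · Compound – 3 µM, single dose · Incubation – compound preincubation 140 s before EC20 acetylcholine addition · Technique – Fluo-8 calcium fluorescence · Measure – Max/basal fluorescence ratio as % of EC20–EC100 ACh window · Benchmarks – low control EC20 acetylcholine (0%), high control EC100 acetylcholine (100%) · Replication – singlicate, one well per test compound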
Numbers without * were called inactive.

Compound	CHRM4 antagonist	CHO-K1 Ca PAM	CHRM5 antagonist	CHRM5 PAM	CHRM4 agonist	M5 ag	CHO-K1 Ca antag	M4 PAM	M1 ag parental
CCc1cc(=O)oc2c3c(cc(OCC(=O)N[C@H](C(=O)O)[C@H](C)CC)c12)OC(C)(C)CC3	11.8	14.0	7.9	3.9	-1.1	0.6	5.9	1.9	0.2
COc1ccccc1S(=O)(=O)Cc1ccc(C(=O)N2CCN(c3ccccn3)CC2)o1	0.8	9.1	7.1	-14.1	21.9	4.5	2.0	-10.7	6.0
Cc1ccc(C(O)c2ncc(-c3cccc4ccccc34)[nH]2)cc1F (stereo unspecified)	-17.2	10.4	-1.7	0.2	9.2	-0.1	-8.7	7.0	1.7
CCc1nnc(NC(=O)CSc2nnc(-c3ccc(OC)cc3)n2C)s1	2.5	11.8	3.1	-2.5	0.3	1.7	-7.1	0.7	0.0
CN(Cc1cccs1)C(=O)Cc1c[nH]c2ccccc12	-2.8	8.2	-7.3	-0.1	1.0	-1.2	-8.7	-2.4	0.8
C=C(C)C1CC=C(CN2CCN(Cc3ccccc3)CC2)CC1 (stereo unspecified)	11.1	-13.5	13.8	-12.2	0.9	-25.2	11.0	-11.2	-0.2
Cc1nc(C(=O)NNC(=O)c2c(-c3c(Cl)cccc3Cl)noc2C)cs1	1.3	2.1	1.5	4.1	1.5	0.7	-3.8	28.1	1.2
Cc1ccc(NC(=O)N2CCN(C/C=C/c3ccccc3)CC2)cc1	-9.0	11.0	-0.8	1.0	1.1	-6.1	0.1	1.3	0.1
CS(=O)(=O)N(CC(=O)N1CCCCCC1)c1ccc(Cl)cc1	-2.9	1.6	-3.6	4.4	0.1	-0.7	-1.1	4.8	0.2
CC(=O)Nc1ccc(CN2C(=O)C(Cc3ccccc3)ON=C2c2cccc(F)c2)cc1 (stereo unspecified)	-1.7	15.2	4.3	-10.4	16.2	3.8	2.5	-3.5	4.8
Cc1nn(Cc2ccccc2)c2c1C(c1ccccc1)C(C#N)=C(N)O2 (stereo unspecified)	6.7	16.4	-1.4	-0.6	0.0	-6.8	-3.3	-3.8	0.3
CN1C(=O)CC(NNC(=O)c2ccccc2)C1=O (stereo unspecified)	8.4	10.1	8.4	-4.2	0.1	-1.9	3.8	0.8	0.1
CC(=O)Nc1ccc(S(=O)(=O)N2CCN=C2SCc2ccc([N+](=O)[O-])cc2)cc1	10.2	-24.0	19.4	-20.8	15.4	7.2	13.9	-8.9	16.6*
C/C=C\C=C\C(=O)N1CC2(CC(c3cccc(NC(=O)CC(c4ccccc4)c4ccccc4)c3)=NO2)C[C@H]1C(N)=O (stereo partly specified)	15.5	-11.6	11.1	-2.0	0.4	-5.7	-5.9	-2.8	-0.2
O=C(Nc1csc(Cl)c1)c1ccccc1	-1.0	3.5	11.8	-0.8	1.2	-1.2	-6.6	-7.9	1.6
O=[N+]([O-])c1cccc(-c2nnc3c4ccccc4c4ccccc4n23)c1	0.0	-0.5	-15.6	13.4	1.5	-10.8	-15.4	1.7	-0.2
O=C1NC[C@H](Cc2ccccc2)N(CC2CCN(CCc3ccc(-c4ccccc4)cc3)CC2)C1=O	19.2	13.0	2.7	-4.1	-0.6	-3.6	-10.4	-8.0	0.8
Cc1cc(NC(=O)COC(=O)C2CCN(S(=O)(=O)c3cccc(Cl)c3Cl)CC2)no1	-6.6	4.1	2.3	-8.1	7.1	-0.5	-8.7	-5.3	1.9
Cc1cc(C(=O)N2CCC(Cc3ccccc3)CC2)c(C)o1	6.9	1.5	9.7	-1.5	0.5	-4.2	-7.5	1.2	-0.4
CCOC(=O)c1c(C)nsc1NCc1ccccc1	0.8	-1.3	-14.0	12.8	-0.4	-2.7	2.6	-7.2	0.7
CC(=O)c1c(N)nc2n(c1=O)CCCCC2	13.6	-3.7	1.4	-9.2	0.1	-9.4	8.4	-4.4	-0.2
COc1ccccc1N1CCN(C2=Nc3cccc4cccc2c34)CC1	-2.5	-8.2	5.2	-0.5	6.8	-4.8	4.9	-17.3	6.8
Cc1ccccc1Nc1nc(N)nc(CSc2nnc(-c3ccccc3)n2C)n1	5.3	15.8	3.1	0.8	0.8	-2.9	-4.5	-5.3	0.3
CCOC(=O)C1CCCN(C(=O)c2cccc(N3C(=O)c4ccccc4C3=O)c2)C1 (stereo unspecified)	-19.5	16.9	11.5	-1.1	0.9	-2.7	-13.5	4.0	0.1
COc1ccc(N(CC(=O)NCc2ccc3c(c2)OCO3)C(=O)c2csnn2)cc1	-24.6	-7.7	7.3	-0.9	2.6	-1.3	-7.8	9.5	0.4
COc1ccc(CC(NC(C)=O)C(=O)NC2CCN(C(=O)c3cnccn3)CC2)cc1 (stereo unspecified)	7.9	0.6	5.2	-1.0	0.6	-1.1	-2.4	-1.7	0.3
CC1CCN(C(=O)CSc2nnc(-c3ccc(S(=O)(=O)N4CCOCC4)cc3)n2C)CC1	7.9	-8.9	7.2	-2.7	0.1	-0.9	18.6	-2.3	0.0
NC(=S)NC(=O)/C=C/c1ccccc1	10.2	-4.7	10.2	-3.1	1.1	2.0	10.4	-1.0	0.0
O=C(CNC(=O)c1ccccc1)NC1(C(=O)NC2CCCC2)CCCCC1	5.9	10.7	-5.1	2.9	-0.3	0.8	-3.9	-1.5	0.3
CCCCN1C(N)=NC[C@@H]1Cc1ccccc1	-3.2	13.0	5.8	4.9	1.2	-7.9	-9.9	17.1	0.1

A second format for some results above.
CN(Cc1cccs1)C(=O)Cc1c[nH]c2ccccc12
  CHRM4 antagonist: -2.8
  CHO-K1 Ca PAM: 8.2
  CHRM5 antagonist: -7.3
  CHRM5 PAM: -0.1
  CHRM4 agonist: 1.0
  M5 ag: -1.2
  CHO-K1 Ca antag: -8.7
  M4 PAM: -2.4
  M1 ag parental: 0.8

CN1C(=O)CC(NNC(=O)c2ccccc2)C1=O (stereo unspecified)
  CHRM4 antagonist: 8.4
  CHO-K1 Ca PAM: 10.1
  CHRM5 antagonist: 8.4
  CHRM5 PAM: -4.2
  CHRM4 agonist: 0.1
  M5 ag: -1.9
  CHO-K1 Ca antag: 3.8
  M4 PAM: 0.8
  M1 ag parental: 0.1

Continuation.
Compound	CHRM4 antagonist	CHO-K1 Ca PAM	CHRM5 antagonist	CHRM5 PAM	CHRM4 agonist	M5 ag	CHO-K1 Ca antag	M4 PAM	M1 ag parental
COc1ccccc1C(=O)Nc1ccc2c(c1)nc1n2CCN(Cc2ccccc2)C1	-2.7	6.0	5.2	-2.2	4.0	-1.4	-11.7	-4.1	1.0
Cc1cccc(NC(=O)Cn2c(C)c(C#N)c3ccccc32)c1C	1.5	13.9	0.0	-5.5	1.8	-1.0	14.1	-1.7	0.3
Cc1c(NC(=S)NC(=O)C2CCCCC2)c(=O)n(-c2ccccc2)n1C	-0.7	10.0	-4.0	4.2	0.1	-1.3	-1.1	6.5	0.1
Cc1c(NC(=O)C(C)N2C(=O)c3ccccc3C2=O)c(=O)n(-c2ccccc2)n1C (stereo unspecified)	-2.6	15.4	-3.8	8.8	0.2	-0.2	-1.1	18.1	0.0
CCOc1ccc(NC(=O)CCNS(=O)(=O)c2cccc3nsnc23)cc1	-10.8	8.8	8.5	-2.2	1.6	-2.8	-16.2	8.5	3.1
Cc1cccc(-c2nnc(-c3ccccc3)o2)c1	-15.6	21.2	-4.7	-1.6	0.8	-3.9	-17.5	9.5	0.0
CN/N=C/c1ccc(C#N)cc1	-2.7	4.4	9.5	0.3	0.0	1.1	-7.3	0.8	0.6
CC(=O)Nc1nonc1NC(C)=O	-2.0	1.1	2.2	-1.9	-0.1	1.3	-8.3	-5.2	0.3
COc1cc(OC)c2c(c1)C(=O)OC2OC (stereo unspecified)	3.4	17.3	9.2	-5.9	1.0	0.6	-20.9	-6.5	0.9
Cc1cc(C)c(S(=O)(=O)N2CCC3(CC2)OCCN3S(=O)(=O)c2cccs2)c(C)c1	-8.8	4.9	8.0	-5.1	1.8	-0.9	5.2	-0.1	1.9
CNC(=O)c1sc(-c2cccnc2)nc1C	4.1	1.4	3.9	0.3	0.9	3.2	11.1	6.5	-0.1
O=C(Nc1ccccc1)C1=C[C@H](c2ccc3c(c2)OCO3)C[C@H](OCc2ccc(CO)cc2)O1	1.3	-2.1	15.8	-13.4	3.3	-1.5	12.3	18.1	-0.1
CCCn1c(SCC(=O)NCCc2ccccc2)nnc1-c1ccco1	2.3	24.5	0.0	-3.4	0.5	-1.0	-8.8	-1.1	-0.1
COc1ccc(NC(=O)c2cc(-c3ccco3)nc3ccccc23)cc1S(=O)(=O)N1CCOCC1	9.3	13.1	11.0	-12.8	15.2	4.8	-7.6	-16.5	5.5
O=C(Cn1nnc(-c2ccccc2-n2cnnn2)n1)c1ccccc1	-2.0	10.1	4.9	-6.2	2.0	1.1	-9.8	-8.1	2.1
O=C(O)c1cc(-c2ccc(Cl)c(Cl)c2)n(-c2ccccc2)n1	2.3	11.5	2.8	2.2	0.4	-1.1	8.2	3.8	0.1
Nc1cccc(C#Cc2ccc3c(c2)C(=O)/C(=C/c2ccsc2)O3)c1	-19.7	14.4	14.1	-7.6	5.7	-0.2	-10.2	2.5	0.2
CCC(C)(C)n1nnnc1C(c1ccccc1OC)N1CCN(C(=O)c2ccco2)CC1 (stereo unspecified)	-10.9	20.5	-2.2	10.7	1.3	1.3	-10.2	6.6	0.3
CCCN(CC(=O)Nc1ccccc1C)C(=O)c1ccc(-c2ccccc2)cc1	-7.0	20.9	2.5	-1.5	6.1	-0.8	-8.3	-1.2	3.0
NS(=O)(=O)c1ccc(CCNC(=O)CSc2nc3ccccc3c(=O)n2CCN2CCOCC2)cc1	4.0	11.6	4.8	6.8	0.4	1.5	-10.0	-0.6	0.1
O=C(CCc1ccccc1)Nc1nc2c(F)cc(F)cc2s1	3.5	7.5	-11.3	4.5	-1.0	-3.1	-9.8	-4.5	0.1
